Screens from PubChem.
M1 ag – agonists of human M1 muscarinic receptor | P11229 | CHO-K1 hM1, Fluo-8 calcium fluorescence, agonist mode; 0% DMSO, 100% acetylcholine EC100 | activation, % at 3 µM | actives 0.33% (n = 360,000) | AID 588814;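 active means activation above the run's mean compound activation plus 3 SD, cut at about 16% in these data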;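 further: peak over basal fluorescence ratio within a 140 s kinetic read after compound addition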
Target sequence (P11229 whole entry, looked up): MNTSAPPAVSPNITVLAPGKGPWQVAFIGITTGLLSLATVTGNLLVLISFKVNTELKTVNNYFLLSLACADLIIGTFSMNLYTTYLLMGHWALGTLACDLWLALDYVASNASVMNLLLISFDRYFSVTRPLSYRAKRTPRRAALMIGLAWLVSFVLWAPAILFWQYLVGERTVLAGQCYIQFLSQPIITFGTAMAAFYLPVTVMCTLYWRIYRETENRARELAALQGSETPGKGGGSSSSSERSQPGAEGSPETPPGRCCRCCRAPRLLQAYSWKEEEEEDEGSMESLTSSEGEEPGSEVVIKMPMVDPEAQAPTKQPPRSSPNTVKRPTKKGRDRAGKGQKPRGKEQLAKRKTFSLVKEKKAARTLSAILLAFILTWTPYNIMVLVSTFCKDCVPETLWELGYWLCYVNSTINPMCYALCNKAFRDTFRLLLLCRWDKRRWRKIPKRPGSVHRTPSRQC
CHRM5 antagonist – blocks acetylcholine activation of human M5 receptor; P08912; CHO-hM5 cells, Fluo-8 calcium fluorescence, ACh EC80; inhibition, % at 3 µM; actives 0.59% (n = 360,000); AID 624040;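 active means inhibition above a per-plate cutoff, the mean of that plate's test compounds plus 3 SD, cut at about 27% in these data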;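 further: 0% = acetylcholine EC80 with DMSO and 100% = DMSO without agonist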
Target sequence (P08912 whole entry, looked up): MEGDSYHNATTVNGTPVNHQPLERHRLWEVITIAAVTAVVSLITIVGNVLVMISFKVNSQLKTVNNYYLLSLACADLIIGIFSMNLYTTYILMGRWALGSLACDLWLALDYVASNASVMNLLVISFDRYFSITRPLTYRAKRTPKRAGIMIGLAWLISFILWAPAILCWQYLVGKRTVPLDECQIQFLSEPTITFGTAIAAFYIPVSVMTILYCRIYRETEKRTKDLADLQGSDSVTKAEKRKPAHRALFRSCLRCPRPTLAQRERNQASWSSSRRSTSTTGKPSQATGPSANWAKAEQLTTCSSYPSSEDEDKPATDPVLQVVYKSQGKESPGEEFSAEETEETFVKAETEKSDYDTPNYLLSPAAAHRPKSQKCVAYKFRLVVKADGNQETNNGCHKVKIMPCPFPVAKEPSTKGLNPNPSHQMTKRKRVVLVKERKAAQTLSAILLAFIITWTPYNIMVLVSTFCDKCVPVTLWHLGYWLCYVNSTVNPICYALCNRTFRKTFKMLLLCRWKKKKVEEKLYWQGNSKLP
CHRM5 agonist – CHRM5 agonism in calcium assay | AID 624037 | actives 0.19% (n = 360,000) | activation, % at 3 µM | CHO-K1 hM5 cells, Fluo-8 calcium fluorescence; 0% DMSO wells, 100% maximal acetylcholine response | P08912;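 active means activation above the run's mean over test compounds plus 3 SD, cut at about 23% in these data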;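 further: signal is peak over basal fluorescence ratio across the kinetic read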
CHRM1 antagonist – antagonists of human M1 muscarinic receptor | P11229 | CHO-K1 hM1, Fluo-8 calcium fluorescence, ACh EC80 antagonist | inhibition, % at 3 µM | actives 1.3% (n = 360,000) | AID 588852;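 active means percent inhibition above its own plate's cutoff, namely the mean of that plate's compound wells plus 3 SD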;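 further: peak over basal fluorescence ratio during 140 s after agonist addition; 0% = ACh EC80 plus DMSO and 100% = DMSO alone without agonist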
CHRM5 PAM – potentiates acetylcholine response at human M5 receptor; CHO-K1 hM5, Fluo-8 calcium, ACh EC20 PAM; 0% = ACh EC20, 100% = ACh EC100; activation, % at 3 µM; P08912; actives 0.3% (n = 360,000);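 active means activation above the run cutoff, the mean activation of all test compounds plus 3 SD, cut at about 18% in these data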
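Assay system – human M5 receptor in CHO-K1 cells · Read-out – % activation, ACh-normalized · Technique – Fluo-8 calcium fluorescence · Dosing – single-point, 3 µM nominal · Incubation – Fluo-8 loading 80 min at 37 °C plus 30 min room temperature · Repeats – singlicate, one well per test compound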
M1 PAM – human CHRM1 positive allosteric modulation; P11229; CHO-K1 hM1, Fluo-8 calcium fluorescence, ACh EC20; 0% = ACh EC20, 100% = maximal ACh; activation, % at 3 µM; actives 0.088% (n = 360,000); in the data active means activation above about 19%, passing the limit was not always enough
M4 ag – CHRM4 agonism in calcium assay | P08173 | AID 624127 | activation, % at 3 µM | actives 0.14% (n = 360,000) | CHO-K1 hM4/Gqi5, Fluo-8 calcium fluorescence; vehicle 0%, full acetylcholine response 100%;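 active means activation above the run mean over all test wells plus 3 SD, cut at about 32% in these data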;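 further: peak over basal fluorescence ratio per well then scaled between controls; 0% = DMSO wells and 100% = acetylcholine at EC100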
TAAR1 ag – human TAAR1 agonism; CHO RD-HGA16 TAAR1, Fluo-8 calcium fluorescence; vehicle wells 0%, saturating PEA agonist 100%; actives 0.99% (n = 360,000); activation, % at 3 µM; Q96RJ0;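 active means activation above the mean activation of all test compounds in the run plus 3 SD, cut at about 38% in these data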
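System: CHO-derived RD-HGA16 cells with stable Gα16 and human TAAR1. Times: 17-24 h plating, Fluo-8 75 min 37 °C, 30 min RT. Measured by: calcium-sensitive Fluo-8 signal, excitation 470-495, emission 515-575 nm. Read-out basis: % activation relative to PEA EC100 response. Control set: DMSO and PEA EC100. Repeats: no replicates (n 1).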
CHRM4 antagonist – antagonists of human muscarinic M4 receptor (CHRM4) | P08173 | CHO-hM4 cells, ACh EC80, Fluo-8 calcium fluorescence | inhibition, % at 3 µM | actives 0.73% (n = 360,000) | AID 624125;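 active means inhibition above its plate's cutoff, the mean inhibition of sample wells plus 3 SD, cut at about 27% in these data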;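 further: 0% = acetylcholine EC80 with DMSO and 100% = DMSO without agonist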
The depositor's hits bear a star; nt = not tested or not shown. Only part of the results is shown; count on the stated rates, not on these rows.

SMILES	M1 ag	CHRM5 antagonist	CHRM5 agonist	CHRM1 antagonist	CHRM5 PAM	M1 PAM	M4 ag	TAAR1 ag	CHRM4 antagonist
CC(C)C12CN3CC(C(C)C)(CN(C1)C3c1ccco1)C2=O (stereo unspecified)	-2	-3	0	-15	1	12	0	0	1
CC(C)(C)C(c1nc2ccccc2[nH]1)n1c(-c2ccco2)nc2ccccc21 (stereo unspecified)	nt	-4	1	nt	4	nt	1	2	-6
CC1CCCCC1NC(=O)CSc1ccc([N+](=O)[O-])cc1 (stereo unspecified)	-4	4	-5	1	0	3	1	0	-4
Cc1ccc(P(=O)(CO)c2ccc(C)cc2)cc1	-2	0	4	7	-3	-4	2	4	-6
CCOC(=O)c1cccc(C2=CC(=O)C[C@H](c3ccc(OC)c(OC)c3)C2)c1	0	9	5	8	-16	-13	15	12	9
O=C(NN1C(=O)C2C3CCC(O3)C2C1=O)c1ccc(Br)o1 (stereo unspecified)	0	-8	1	-6	-2	5	1	0	1
Cn1c2c(c(=O)n(C)c1=O)C(c1cc3c(cc1Br)OCO3)CC(=O)N2 (stereo unspecified)	-2	4	1	-9	1	9	0	0	0
Cc1ccc(NC(=O)CN(C)CC(=O)Nc2ccc(N3CCOCC3)cc2)c(C)c1	-7	-2	1	-3	7	3	1	-2	-4
O=C(CN1C(=O)c2ccccc2C1=O)Nc1ccccc1C(=O)NC1CCCCC1	-3	-5	2	-11	5	4	1	17	-1
COCCNC(=O)CSc1nnc2c(Cl)cc(Cl)cn12	-4	4	-5	-5	-2	3	0	2	-3
Cc1ccc(CC(=O)NCc2ccc(Cl)cc2)cc1	-8	1	-6	-10	-1	12	0	-2	-1
CC(C)(C)OC(=O)C[C@@H]1C/C=C\C[C@@H](CC(=O)N(CCO)Cc2ccccc2)C(=O)NC[C@H](c2ccccc2)OC1=O	-1	20	3	26	-32	-11	24	23	20
CCC(C)NC(=O)Cc1c(C)c2cc3c(cc2oc1=O)OC(C)(C)CC3 (stereo unspecified)	-8	12	-1	-8	-5	3	2	-1	1
NC(N)=NS(=O)(=O)c1ccc(NC(=S)NC(=O)c2ccc(Br)cc2)cc1	-6	12	-11	13	-4	-5	0	5	-4
COC(=O)c1ccc(CN2CCCC(C(=O)Nc3cccc(-n4cnnn4)c3)C2)cc1 (stereo unspecified)	37*	4	4	27	-4	-16	11	4	3
O=C(Nc1cccc2cccnc12)c1ccc(Br)cc1Br	5	-13	1	-21	10	24	-1	nt	-7
Cc1cc(=O)oc2cc(OCCCC[n+]3ccccc3)ccc12	-9	-4	-17	15	1	-8	0	3	-3
CC(=O)Nc1ccc(NC(=O)CSC2=NCCS2)cc1	-2	-6	1	-19	3	9	1	1	2
CC(=O)Nc1nc2ccc(Br)cc2s1	-3	-1	-9	-15	13	11	2	-1	-1
CCc1cc(=O)oc2c(CNCc3ccccc3F)c(O)c(Cl)cc12	-2	5	-2	-9	-3	1	1	-1	-1
O=C(O)c1ccccc1C(=O)c1ccc(Cl)cc1	-2	4	-3	-12	-2	6	0	-3	-7
Cc1ccc(S(=O)(=O)SCCCSS(=O)(=O)c2ccc(C)cc2)cc1	-4	15	0	-6	-2	3	2	9	23
COC(=O)CC1C(=O)NCCN1C(=O)Nc1cccc(Cl)c1 (stereo unspecified)	-4	-7	-3	7	4	-1	1	13	-15
Cc1ccc(NC(=O)NCc2ccccn2)c(C)c1	-6	-7	-4	-7	3	8	1	0	-10
Cc1ccc(-c2nc3ccccc3[nH]2)s1	-4	-5	-4	8	4	-3	1	2	-24
O=C(N/N=C/c1ccc(O)cc1O)c1ccc(CN2C(=O)c3cccc4cccc2c34)cc1	16*	8	-1	2	1	-4	1	2	8
CCCNC(=O)C1CN(S(=O)(=O)c2ccc(Cl)s2)c2ccccc2O1 (stereo unspecified)	-6	5	1	-6	-3	2	1	4	-5
O=C(COC(=O)CCCNC(=O)c1ccc(Cl)cc1)NCc1ccccc1Cl	3	-11	7	-17	1	0	3	30	-14
Cn1c(O)c(N=Nc2nc(-c3ccccc3)cs2)c2ccccc21	0	1	-2	2	4	-2	1	7	2
Cc1cccc(/C=c2\s/c(=C\C(=O)C(C)(C)C)[nH]c2=O)c1	-5	1	-9	3	-12	-5	1	7	-9
O=C(Oc1ccccc1O)c1cccc2ccccc12	-5	15	-1	10	-15	-10	21	6	2
COc1ccc(OC)c(C(=O)/C=C/c2ccccc2C(F)(F)F)c1	-4	-3	-13	2	-33	-6	-2	5	-1
CCSc1ccc([C@@H]2[C@H]3C(=O)N(C)C(=O)[C@H]3[C@]3(C(=O)OC)CCCCN23)cc1	-8	-4	-5	-10	4	3	4	2	-2
Cc1cccnc1NC(=O)Nc1cccc(F)c1	0	-1	1	-12	-2	14	0	0	-7
N/C(=N\OC(=O)c1ccc(Cl)cc1)c1ccn[nH]1	1	-7	-1	-21	0	11	2	-1	-8
CC(=O)c1cccc(NC(=O)COC(=O)CCNS(=O)(=O)c2ccccc2)c1	-2	5	0	-9	-6	0	4	2	-9
COC(=O)C(NC(=O)c1ccccc1)(Nc1nccs1)C(F)(F)F (stereo unspecified)	-3	-6	-4	-18	3	14	1	2	-1
CC1C(=O)Nc2ccc(S(=O)(=O)Nc3ccccc3Br)cc2NC1=O (stereo unspecified)	-3	5	2	-17	-6	13	1	0	-1
COc1ccc(F)cc1C(=O)C1CCCN(C(=O)CCN2CCCCO2)C1 (stereo unspecified)	-1	7	1	-12	-4	7	1	0	4
C/C(CC(=O)Nc1cc(C)ccn1)=N\NC(=O)c1ccc(C(C)(C)C)cc1	-6	7	-2	-4	-1	0	2	-1	-2

An excerpt of these results, with values under each structure.
Each structure is followed by: M1 ag	CHRM5 antagonist	CHRM5 agonist	CHRM1 antagonist	CHRM5 PAM	M1 PAM	M4 ag	TAAR1 ag	CHRM4 antagonist
O=C(COC(=O)CCCNC(=O)c1ccc(Cl)cc1)NCc1ccccc1Cl
  3	-11	7	-17	1	0	3	30	-14
Cn1c(O)c(N=Nc2nc(-c3ccccc3)cs2)c2ccccc21
  0	1	-2	2	4	-2	1	7	2
Cc1cccc(/C=c2\s/c(=C\C(=O)C(C)(C)C)[nH]c2=O)c1
  -5	1	-9	3	-12	-5	1	7	-9
O=C(Oc1ccccc1O)c1cccc2ccccc12
  -5	15	-1	10	-15	-10	21	6	2
COc1ccc(OC)c(C(=O)/C=C/c2ccccc2C(F)(F)F)c1
  -4	-3	-13	2	-33	-6	-2	5	-1
CCSc1ccc([C@@H]2[C@H]3C(=O)N(C)C(=O)[C@H]3[C@]3(C(=O)OC)CCCCN23)cc1
  -8	-4	-5	-10	4	3	4	2	-2
Cc1cccnc1NC(=O)Nc1cccc(F)c1
  0	-1	1	-12	-2	14	0	0	-7
N/C(=N\OC(=O)c1ccc(Cl)cc1)c1ccn[nH]1
  1	-7	-1	-21	0	11	2	-1	-8
CC(=O)c1cccc(NC(=O)COC(=O)CCNS(=O)(=O)c2ccccc2)c1
  -2	5	0	-9	-6	0	4	2	-9
COC(=O)C(NC(=O)c1ccccc1)(Nc1nccs1)C(F)(F)F (stereo unspecified)
  -3	-6	-4	-18	3	14	1	2	-1
CC1C(=O)Nc2ccc(S(=O)(=O)Nc3ccccc3Br)cc2NC1=O (stereo unspecified)
  -3	5	2	-17	-6	13	1	0	-1
COc1ccc(F)cc1C(=O)C1CCCN(C(=O)CCN2CCCCO2)C1 (stereo unspecified)
  -1	7	1	-12	-4	7	1	0	4
C/C(CC(=O)Nc1cc(C)ccn1)=N\NC(=O)c1ccc(C(C)(C)C)cc1
  -6	7	-2	-4	-1	0	2	-1	-2

Remaining list, next part.
SMILES	M1 ag	CHRM5 antagonist	CHRM5 agonist	CHRM1 antagonist	CHRM5 PAM	M1 PAM	M4 ag	TAAR1 ag	CHRM4 antagonist
COc1cc(NC(=O)CSc2nnc(-c3cc(C)on3)o2)cc(OC)c1	-3	1	-1	-4	2	5	2	-3	-10
CCOC(=O)[C@H]1NN=C(C(=O)OC)[C@@H]1c1ccccc1	-12	5	-2	-3	1	3	1	0	-1
Cn1nc(C(=O)N2CCOCC2)c2ccccc2c1=O	-1	6	-2	-6	-6	3	0	0	4
CC1(NC(=O)C2CCCCC2)CCS(=O)(=O)C1 (stereo unspecified)	-3	13	2	29	-16	-12	19	1	12
Cc1cccc(-c2noc(CN(C)C(=O)c3ccco3)n2)c1	-3	-11	1	-7	6	10	5	1	13
COCCNC(=O)C(OC(=O)c1cccs1)c1ccccc1 (stereo unspecified)	-2	1	0	-8	4	8	1	3	2
CC(=O)N/C(=C\c1ccccc1)C(=O)OCC(=O)N1CCCCCC1	1	7	3	-13	-3	13	2	0	9
CC(=O)NC1C(=O)N(CCN2CCOCC2)c2ccc(C)cc21 (stereo unspecified)	-2	7	-2	-3	-3	2	1	nt	-1
CCCCn1c(NCc2ccc(N(C)C)cc2)nc2ccccc21	1	1	-1	0	7	-1	3	0	-6
CCOC(=O)Cc1csc(NC(=O)COc2ccccc2OCC)n1	-4	-3	0	8	2	-4	6	7	-5
Cc1ccc(C(N)=O)cc1S(=O)(=O)Nc1cccc(C)c1C	-2	-3	1	-12	-2	13	1	1	-3
Cc1c(Cc2ccccc2)c(=O)oc2c(C)c(OCC(=O)N[C@@H](Cc3ccccc3)C(=O)O)ccc12	-2	6	2	-7	-2	4	0	1	-16
Cn1c(SCc2nc3ccccc3s2)nnc1-c1cccs1	-3	3	0	-2	-3	3	1	6	4
COc1cc(OC)cc(-c2c(-c3cccs3)c3cc(-c4ccc(N(C)C)nc4)ccc3n2C)c1	-3	8	0	-2	2	5	0	13	-1
COc1cc(CNn2cn[nH]c2=S)cc(Cl)c1OCc1ccc(F)cc1	-2	3	3	-9	-4	7	21	10	-10
CCOC(=O)C1=CCN(S(=O)(=O)c2ccccc2F)C1c1ccc(Cl)c(Cl)c1 (stereo unspecified)	-6	0	-4	3	-9	-4	-1	-1	-11
COc1ccccc1NC(=O)CSc1nc(=O)n(CCN(C)C)c2c1CCCC2	-4	8	-4	7	-3	0	3	2	-6
COc1ccc(S(=O)(=O)N2CCCC2CNC(=O)C(=O)NCc2cccs2)cc1 (stereo unspecified)	-4	2	2	-11	5	11	3	1	2
CCOC(=O)C1CCCN(C(=O)C2CCN(S(=O)(=O)c3cnc[nH]3)CC2)C1 (stereo unspecified)	1	-10	1	8	2	6	1	15	0

2 compounds picked at random from the list so far:
SMILES	M1 ag	CHRM5 antagonist	CHRM5 agonist	CHRM1 antagonist	CHRM5 PAM	M1 PAM	M4 ag	TAAR1 ag	CHRM4 antagonist
COc1cc(OC)cc(-c2c(-c3cccs3)c3cc(-c4ccc(N(C)C)nc4)ccc3n2C)c1	-3	8	0	-2	2	5	0	13	-1
COc1cc(NC(=O)CSc2nnc(-c3cc(C)on3)o2)cc(OC)c1	-3	1	-1	-4	2	5	2	-3	-10
